Screening data: PubChem BioAssay, National Center for Advancing Translational Sciences (NCATS)
APE1 inh = APE1 (human) endonuclease inhibition | 350,000 tested, 0.35% active | Potency, µM (doses to about 65.8 µM), inactives show top-dose activity change, negative = inhibition, usual class: inhibitors | recombinant APE1, TAMRA/BHQ-2 abasic DNA cleavage fluorescence;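 further: potency means the concentration at half of the fitted maximal effect; plate controls were vehicle for no effect and reference inhibitor for full effect; nearly all actives have a fitted effect of over 55% in size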
Target sequence (P27695 whole entry, looked up): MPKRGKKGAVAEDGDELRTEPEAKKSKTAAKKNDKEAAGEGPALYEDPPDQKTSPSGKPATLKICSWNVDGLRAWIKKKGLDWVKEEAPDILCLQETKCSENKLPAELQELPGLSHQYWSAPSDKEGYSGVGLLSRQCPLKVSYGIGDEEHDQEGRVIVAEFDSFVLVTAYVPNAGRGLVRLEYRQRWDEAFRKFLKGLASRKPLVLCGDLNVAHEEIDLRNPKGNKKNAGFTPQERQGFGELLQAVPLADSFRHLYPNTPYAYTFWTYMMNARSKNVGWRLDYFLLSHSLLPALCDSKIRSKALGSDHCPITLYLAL
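Step 1: APE1 (0.75 nM) with compound, 15 min RT. Step 2: add 50 nM fluorophore/quencher THF duplex. Step 3: three fluorescence reads 60 s apart (525/598 nm); read 3 minus read 1 = reaction progress.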
ERG Ets-DNA blk = ERG Ets/DNA interaction inhibition | P11308 | fluorescence polarization, His-ERG Ets domain / labelled DNA | Potency, µM (top dose mostly 76.9 µM), for inactives: top-dose FP activity, negative = inhibition, actives largely listed as inhibitors | 370,000 tested, 0.028% active; active means well fitted inhibition curve with a large enough effect in the polarisation, with a control signal flat; inconclusive means small, poorly fitted or top-dose-only effect, or effect the other way, or a change in a side signal; inactive means no such curve, though single readings can be large or run the other way; the % refers to the polarisation;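 further: polarization taken with two DNA probes labelled with fluorescein and Texas red; potency means the concentration at half of the fitted maximal effect; % of control where 0% means no effect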
Target sequence (P11308 whole entry, looked up, the tested form may be a part): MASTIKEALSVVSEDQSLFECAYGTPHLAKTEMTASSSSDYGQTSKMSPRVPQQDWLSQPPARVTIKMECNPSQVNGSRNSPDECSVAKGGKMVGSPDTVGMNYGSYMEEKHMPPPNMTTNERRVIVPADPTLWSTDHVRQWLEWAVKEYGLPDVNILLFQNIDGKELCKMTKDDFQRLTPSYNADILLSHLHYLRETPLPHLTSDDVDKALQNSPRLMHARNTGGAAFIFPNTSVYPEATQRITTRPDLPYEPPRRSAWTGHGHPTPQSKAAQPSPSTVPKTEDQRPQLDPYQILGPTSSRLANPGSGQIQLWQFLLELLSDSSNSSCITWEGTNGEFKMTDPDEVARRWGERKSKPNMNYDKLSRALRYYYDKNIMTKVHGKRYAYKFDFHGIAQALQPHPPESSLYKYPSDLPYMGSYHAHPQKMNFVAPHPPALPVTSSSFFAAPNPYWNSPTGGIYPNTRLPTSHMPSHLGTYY
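His-tagged ERG Ets domain (1 uM in the protein solution; 300mM KCl, 50mM Tris-HCl, 1mM EDTA, 1mM DTT, pH 7.5) received compound, then a probe mix of 5 nM fluorescein-DNA and 100nM Texas-615-DNA. Fluorescence polarization was read for both dyes.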
TRHR ag = activates the human TRH receptor; P34981; TRHR cells, calcium flux fluo-8, FDSS agonist mode; activation, % at 2 µM; 360,000 tested, 0.18% active; AID 493084; in the data active means activation above about 30%; further: 0% is about no effect
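Agonist-mode FDSS calcium read (Ex 480/Em 530, 1 s cycles) in 1536-well TRHR cells with fluo-8 dye, after 10-cycle baseline and 23 nL compound addition; TRH at EC20 (10 nM final) added afterwards for the enhancer phase.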
Pol iota inh = DNA polymerase iota (human) inhibition. Pol iota fluorescent replication assay, 10 min. Potency, µM (titrated, usually from 115 µM), without a hit: at the highest dose activity, negative = inhibition, most hits filed as inhibitors. 390,000 tested, 1% active. AID 588590; further: potency means the concentration at half of the fitted maximal effect
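Pol iota at 10 nM preincubated 15 min with compounds at room temperature; reaction started with fluorescent substrate, 50 nM final. Fluorescence read kinetically at 0 and 10 min; buffer-only wells as negative control.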
BLM helicase inh = inhibitors of human Bloom syndrome helicase BLM; P54132; recombinant BLM DNA unwinding, fluorescence dequenching; Potency, µM (highest dose often 56.1 µM), for the others: top-dose activity change, negative = inhibition, hits mostly inhibitors; 350,000 tested, 0.2% active; AID 2528;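 further: potency means the concentration at half of the fitted maximal effect; plate controls were vehicle for no effect and no enzyme for full effect; nearly all actives have a fitted effect of over 35% in size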
12-LOX inh = inhibitors of human 12S-lipoxygenase ALOX12; P18054; purified 12hLO, xylenol orange hydroperoxide absorbance; Potency, µM (titrated, usually from 108 µM), for inactives: at the top dose activity change, negative = inhibition, hits mostly inhibitors; 580,000 tested, 1.1% active; AID 1671190; further: potency means the concentration at half of the fitted maximal effect; on the % scale 0 is the no-effect control and ±100 the full control effect
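Purified human 12hLO (150 nM final) in 25 mM Hepes, 0.01% Triton X-100, pH 7.0 was preincubated 15 min at room temperature with compound. Then 40 uM arachidonic acid was added, 30 min. Hydroperoxide was read by Fe-XO absorbance ratio 573/405 nm.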
Anesthetic bind = binds horse apoferritin like a general anesthetic | 350,000 tested, 0.074% active | Potency, µM (series often up to 77.5 µM), inactives show at the top dose activity change, negative = displacement, actives largely listed as inhibitors | apoferritin/1-aminoanthracene competitive binding, fluorescence | P02791; further: potency means the concentration at half of the fitted maximal effect; on the % scale 0 is the no-effect control and ±100 the full control effect; nearly all actives have a fitted effect of over 20% in size
Target sequence (P02791 2-175 limits assumed): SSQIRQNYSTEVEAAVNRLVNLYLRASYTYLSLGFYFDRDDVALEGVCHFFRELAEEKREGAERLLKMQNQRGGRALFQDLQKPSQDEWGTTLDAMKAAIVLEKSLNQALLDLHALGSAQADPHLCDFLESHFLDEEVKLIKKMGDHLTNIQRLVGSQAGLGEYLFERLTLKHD
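Read-out: endpoint 1-AMA fluorescence, excitation 380 nm and emission 535 nm, after compounds sit 10 min at room temperature with 10 uM horse-spleen apoferritin in 50% saturated 1-AMA/PBS. Values come from four-parameter Hill fits.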
Pol beta inh = inhibitors of human DNA polymerase beta. Pol beta primer extension/strand displacement, fluorescence kinetic. P06746. Potency, µM (series often up to 114 µM), for inactives: top-dose activity change, negative = inhibition, most hits filed as inhibitors. 340,000 tested, 1.3% active; further: potency means the concentration at half of the fitted maximal effect; on the % scale 0 is the no-effect control and ±100 the full control effect
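Curves were derived by four-parameter Hill fits of normalized qHTS data. The kinetic fluorescent primer-extension read was taken at 0 and 10 min after 50 nM substrate, following a 15 min room-temperature preincubation of 10 nM enzyme with compounds.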
POLK inh = inhibitors of human DNA polymerase kappa. Q9UBT6. purified Pol kappa, fluorescent DNA synthesis assay, 10 min. Potency, µM (titrated, usually from 107 µM), for inactives: top-dose activity, negative = inhibition, most hits filed as inhibitors. 400,000 tested, 0.53% active; further: potency means the concentration at half of the fitted maximal effect; on the % scale 0 is the no-effect control and ±100 the full control effect
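Inhibition of 10 nM Pol kappa is measured by a fluorescent read-out at 0 and 10 min following addition of 50 nM substrate (final), with a 15-min room-temperature compound preincubation.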
* = called active by the depositor; [ ] = dose if it differs, or a comment. Unless noted, the call rests on the fitted dose curve; in most records, active means well fitted curve in the direction sought with a large enough effect; inconclusive means small, poorly fitted or top-dose-only effect, or another doubt; inactive means no such curve, though single readings can be large; an effect the other way counts as inactive or inconclusive. Only part of the results is shown; rates above refer to the full screens.

How did Cc1[nH]c2ccccc2c1/C=C(\C#N)C(=O)NCC1CCCO1 (configuration not stated) do in these assays?
APE1 inh: -1%; ERG Ets-DNA blk: 11%; TRHR ag: -0.5; Pol iota inh: -8%; BLM helicase inh: 2%; 12-LOX inh: -25%; Anesthetic bind: inconclusive; Pol beta inh: -24%; POLK inh: -4%

How did CN1C(C(=O)c2ccccc2)=C(NC(=O)c2ccc(F)cc2)c2ccccc2S1(=O)=O do in these assays?
ERG Ets-DNA blk: 6%; TRHR ag: 1.7; Pol iota inh: 20%; BLM helicase inh: -8%; 12-LOX inh: -3%; Anesthetic bind: 88%[activator]; Pol beta inh: 3%; POLK inh: 4%

Results for Cc1cc(Br)c2[nH]c3c(c2c1)CCCC3=O ?
APE1 inh: 2%; ERG Ets-DNA blk: -2%; TRHR ag: -1.6; Pol iota inh: -5%; BLM helicase inh: -2%; 12-LOX inh: 0%; Anesthetic bind: inconclusive; Pol beta inh: 2%; POLK inh: -2%

How did CCOC(=O)C1(Cc2cccc(OC)c2)CCCN(C(=O)CCN2CCCO2)C1 (configuration not stated) do in these assays?
APE1 inh: 44%[activator]; ERG Ets-DNA blk: 8%; TRHR ag: -0.9; Pol iota inh: 56%[activator]; BLM helicase inh: 1%; 12-LOX inh: 8%; Anesthetic bind: -16%; Pol beta inh: 0%; POLK inh: -4%

Results for CSc1nc(Sc2ccccc2)c2ccccc2n1 ?
APE1 inh: -4%; ERG Ets-DNA blk: -2%; TRHR ag: 1.0; Pol iota inh: -7%; BLM helicase inh: -5%; 12-LOX inh: 4%; Anesthetic bind: -12%; Pol beta inh: 0%; POLK inh: -9%

How did O=S(=O)(Nc1cccc(CCc2ccccn2)c1)c1cc(Cl)ccc1Cl do in these assays?
APE1 inh: inconclusive; ERG Ets-DNA blk: -3%; TRHR ag: -1.3; Pol iota inh: -2%[58.9 µM]; BLM helicase inh: -9%; 12-LOX inh: 0%; Anesthetic bind: inconclusive; Pol beta inh: -11%; POLK inh: -12%

What do the screens show for `CC(OC(=O)Cc1ccsc1)C(=O)Nc1ccc(Cl)cn1` (configuration not stated)?
APE1 inh: -9%; ERG Ets-DNA blk: -6%; TRHR ag: -0.1; Pol iota inh: 24%; 12-LOX inh: -27%; POLK inh: -1%

Results for CCOc1ccc2c(C)cc(=O)oc2c1OCC ?
APE1 inh: -2%; ERG Ets-DNA blk: -13%; TRHR ag: -2.1; Pol iota inh: 3%; BLM helicase inh: 0%; 12-LOX inh: -2%; Anesthetic bind: -8%; Pol beta inh: 62%; POLK inh: -19%

Results for NC(=O)c1ccc(N2CCC(C(N)=O)CC2)c([N+](=O)[O-])c1 ?
APE1 inh: -3%; ERG Ets-DNA blk: 4%; TRHR ag: 0.7; Pol iota inh: 1%; BLM helicase inh: -3%; 12-LOX inh: 2%; Anesthetic bind: 7%; Pol beta inh: inconclusive; POLK inh: -21%

How did CC(C)NC(=O)Nc1ccc2c(c1)C(=O)N([C@H](C)CO)C[C@@H](C)[C@@H](CN(C)C(=O)NC1CCCCC1)O2 do in these assays?
APE1 inh: -8%; ERG Ets-DNA blk: 3%; Pol iota inh: 9%; 12-LOX inh: inconclusive; POLK inh: -22%

How did COc1cc(C(=O)Nc2cc(-c3nc4cc(C)ccc4o3)ccc2C)cc(OC)c1OC do in these assays?
APE1 inh: -4%; ERG Ets-DNA blk: -2%; TRHR ag: 0.4; Pol iota inh: 10%; BLM helicase inh: -8%; 12-LOX inh: -7%; Anesthetic bind: -20%; Pol beta inh: 30%; POLK inh: 3%

Results for COc1ccc(CNC(=O)c2ccc(Cn3c(=O)c4cccn4c4cccnc43)cc2)c(OC)c1 ?
ERG Ets-DNA blk: -2%; TRHR ag: 0.3; Pol iota inh: 9%; BLM helicase inh: 1%; 12-LOX inh: -25%; Anesthetic bind: 7%; Pol beta inh: 4%; POLK inh: -8%

How did CCOC(=O)c1c(N)sc(-c2ccccc2)c1C do in these assays?
APE1 inh: -4%; TRHR ag: -0.1; Pol iota inh: -16%; BLM helicase inh: -6%; 12-LOX inh: inconclusive; Anesthetic bind: 7%; Pol beta inh: -3%; POLK inh: -8%

What do the screens show for `COCCn1nnnc1C(c1ccccn1)N1CCN(c2cccc(C)c2C)CC1` (configuration not stated)?
APE1 inh: 6%; ERG Ets-DNA blk: 7%; TRHR ag: 0.5; Pol iota inh: 35%[activator]; BLM helicase inh: 0%; 12-LOX inh: 0%; Anesthetic bind: -10%; Pol beta inh: 2%; POLK inh: -2%

How did CCn1nc(C)c(CN2CCC(n3nccc3NC(=O)Cc3ccccc3)CC2)c1C do in these assays?
APE1 inh: 18%; ERG Ets-DNA blk: 40%[activator]; TRHR ag: 1.4; Pol iota inh: 25%; BLM helicase inh: 0%; 12-LOX inh: 6%; Anesthetic bind: -2%; Pol beta inh: 5%; POLK inh: 0%

Results for C[C@]12c3[nH]c4ccccc4c3CCN1C(=O)C(CC(=O)NCCCn1ccnc1)C[C@@H]2C(=O)N1CCCCC1 (some centres not stated) ?
APE1 inh: -10%; ERG Ets-DNA blk: 0%; Pol iota inh: inconclusive; 12-LOX inh: -12%; POLK inh: -8%

What do the screens show for `CCCCCCCNC(=O)C1(CC2CC(c3ccccc3)=NO2)CCN(C(=O)OC(C)(C)C)CC1` (configuration not stated)?
APE1 inh: -23%; ERG Ets-DNA blk: -8%; TRHR ag: 1.0; Pol iota inh: inconclusive; 12-LOX inh: inconclusive; POLK inh: -15%

How did COC(=O)c1cc2c(cc1N)OCCO2 do in these assays?
APE1 inh: -1%; ERG Ets-DNA blk: 0%; TRHR ag: 0.6; Pol iota inh: 241%[activator]; BLM helicase inh: -7%; 12-LOX inh: -12%; Anesthetic bind: 8%; Pol beta inh: 0%; POLK inh: -12%

How did COc1cccc(C(=O)C2CCCN(C(=O)c3ccccn3)C2)c1 (configuration not stated) do in these assays?
APE1 inh: 12%; ERG Ets-DNA blk: 4%; TRHR ag: 0.3; Pol iota inh: 27%; BLM helicase inh: 1%; 12-LOX inh: 27%; Anesthetic bind: -7%; Pol beta inh: 26%; POLK inh: 1%

What do the screens show for `CC(=O)c1cccc(NC(=O)Cn2cnc(S(=O)(=O)N3CCCC3)c2)c1`?
APE1 inh: -16%; ERG Ets-DNA blk: 9%; TRHR ag: 0.7; Pol iota inh: -20%; BLM helicase inh: 0%; 12-LOX inh: 5%; Anesthetic bind: -2%; Pol beta inh: 29%; POLK inh: -19%

How did CCOC(=O)COc1ccsc1C(=O)OC do in these assays?
APE1 inh: 1%; ERG Ets-DNA blk: -5%; TRHR ag: 1.2; Pol iota inh: 9%; BLM helicase inh: -1%; 12-LOX inh: -2%; Anesthetic bind: -11%; Pol beta inh: 3%; POLK inh: -4%

What do the screens show for `O=C(O)CC(C(=O)OC1CCCCC1)N1CCOCC1` (configuration not stated)?
APE1 inh: 0%; TRHR ag: 0.2; Pol iota inh: -9%; BLM helicase inh: 0%; 12-LOX inh: -11%; Anesthetic bind: -9%; Pol beta inh: -29%; POLK inh: -14%

Results for CCOC(=O)C(NC(=O)c1ccccc1)(N1CCOCC1)C(F)(F)F (configuration not stated) ?
APE1 inh: -3%; ERG Ets-DNA blk: -3%; TRHR ag: -0.3; Pol iota inh: 6%; BLM helicase inh: 1%; 12-LOX inh: 54%[activator]; Anesthetic bind: -13%; Pol beta inh: 24%; POLK inh: 0%

How did O=C(CCN1C(=O)/C(=C\C=C\c2ccccc2)SC1=S)Nc1ccc(C(=O)O)cc1 do in these assays?
APE1 inh: 13µM*; ERG Ets-DNA blk: 37%[activator]; TRHR ag: 0.4; Pol iota inh: inconclusive; BLM helicase inh: inconclusive; 12-LOX inh: 32µM*; Anesthetic bind: -5%; Pol beta inh: 20µM*; POLK inh: inconclusive

Results for O=C(Nc1ccccc1C(=O)NC1CC1)c1ccccc1F ?
APE1 inh: 8%; ERG Ets-DNA blk: -6%; Pol iota inh: -14%; 12-LOX inh: 11%; POLK inh: -6%

Results for O=C(NC(=S)Nc1nc(-c2cccc([N+](=O)[O-])c2)cs1)c1cc(Cl)ccc1Cl ?
APE1 inh: 22%; ERG Ets-DNA blk: 3%; TRHR ag: 3.1; Pol iota inh: 24%; BLM helicase inh: 2%; 12-LOX inh: 0%; Anesthetic bind: -5%; Pol beta inh: -3%; POLK inh: -9%

What do the screens show for `Cn1c(C(=O)O)cc2cc(Oc3ccccc3)ccc21`?
APE1 inh: 33%; ERG Ets-DNA blk: 7%; TRHR ag: 0.6; Pol iota inh: -26%; BLM helicase inh: -1%; 12-LOX inh: 40%[activator]; Anesthetic bind: 4%; Pol beta inh: 51%; POLK inh: -5%

What do the screens show for `Cc1nn(-c2ccc(F)cc2)c(Cl)c1/C=C(/CC(=O)O)c1nc2ccccc2s1`?
ERG Ets-DNA blk: 2%; Pol iota inh: 36%[activator]; 12-LOX inh: -2%; POLK inh: -5%

Looked up by structure from above (2):
What do the screens show for `Cn1c(C(=O)O)cc2cc(Oc3ccccc3)ccc21`?
APE1 inh: 33%; ERG Ets-DNA blk: 7%; TRHR ag: 0.6; Pol iota inh: -26%; BLM helicase inh: -1%; 12-LOX inh: 40%[activator]; Anesthetic bind: 4%; Pol beta inh: 51%; POLK inh: -5%

Results for O=C(NC(=S)Nc1nc(-c2cccc([N+](=O)[O-])c2)cs1)c1cc(Cl)ccc1Cl ?
APE1 inh: 22%; ERG Ets-DNA blk: 3%; TRHR ag: 3.1; Pol iota inh: 24%; BLM helicase inh: 2%; 12-LOX inh: 0%; Anesthetic bind: -5%; Pol beta inh: -3%; POLK inh: -9%
